AI-2 QS mod – modulates the Vibrio harveyi AI-2 quorum sensing system; hit rate 0.4% among 300,000; activity change, % at 7.5 µM; Vibrio harveyi JMH597 AI-2 luminescence/OD600 ratio, 9 h; hits give low values; strain lacks LuxN and CqsS sensors; 0 = neutral-control median; in the data active = activity change below about -75%, passing the limit was not always enough; inconclusive = no clear call, values can overlap the other calls;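 note: luminescence divided by OD600 gain over 9 h not by final OD600 alone; inactives centre near 13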
IEC-6 tox – IEC-6 cytotoxicity, counter-screen for KLF5 inhibitors; luminescence viability; inhibition, % at 5 µM; hit rate 0.78% among 290,000; in the data active = inhibition above about 22%;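 note: 0% = plate median of test compound wells and 100% = cytotoxic reference compound wells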
HSF1 activator – increases HSF-1 driven luciferase reporter signal; hit rate 1.7% among 300,000; AID 504408; activation, % at 9 µM; NIH3T3-HGL HSF-1 luciferase reporter, MG132, 8 h; 100% = twice DMSO control signal;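 active = mean replicate activation of at least 50% with a set share of replicates each reaching 50%; inconclusive = only one of those two conditions met; inactive = mean below 50% and too few replicates reaching it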;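 note: 0% = median of the neutral control wells and 100% = twice that signal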
Platelet DG rel – platelet dense granule release activity; human platelet-rich plasma, SFLLRN dense granule ATP release, luminescence; inhibition, %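 (compounds screened at 7.5 µM in platelet-rich plasma)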; hit rate 0.22% among 300,000; AID 1663;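 active = mean replicate score, as percent of positive control, at or above 50; inconclusive = mean below 50 but at least one replicate at or above 50; inactive = mean and every replicate below 50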
aSyn 5UTR inh – MLPCN primary screen, SNCA 5' untranslated region; alpha-synuclein 5'UTR reporter, inhibitor activity; inhibition, % (tested at 7.5 µM); hit rate 0.82% among 300,000; in the data active = inhibition above about 60%; inconclusive = no clear call, values can overlap the other calls;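 note: H4 neuroglioblastoma cells stably carrying SNCA 5'UTR luciferase fusion; 0% = DMSO wells and 100% = positive control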
HSF1 inhib – HSF1 inhibition. activity change, negative = inhibition, % at 7.5 µM (by protocol). NIH3T3-HGL HSE-luciferase, MG132-induced, luminescence 8 h; hits give low values. hit rate 0.77% among 300,000. AID 2098;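 active = more than half of replicate wells show activity change below -50%, luminescence cut by over half; inconclusive = some wells, but at most half, below -50%; inactive = no replicate well below -50%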;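 note: luciferase reports HSF-1 transcriptional activity via heat shock element; 0% = median of DMSO wells and -100% = zero luminescence signal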
KLF5 inh – kruppel-like factor 5 inhibition; DLD-1 KLF5 promoter-luciferase reporter, luminescence; inhibition, % at 5 µM; hit rate 0.23% among 290,000;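 active = inhibition above a per-plate limit of that plate's mean compound inhibition plus 3 SD, cut at about 60% in these data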;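 note: 0% = DMSO wells and 100% = LY294002 at 200 µM; higher means less KLF5 promoter-driven luciferase light; inactives centre near -14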
HDAC3 inh – blocks human histone deacetylase 3; O15379; recombinant HDAC3, fluorogenic peptide/trypsin coupled, fluorescence; inhibition, % at 8.3 µM; hit rate 0.15% among 320,000; in the data active = inhibition above about 26%, passing the limit was not always enough; inconclusive = no clear call, values can overlap the other calls
Target sequence (O15379 whole entry, looked up): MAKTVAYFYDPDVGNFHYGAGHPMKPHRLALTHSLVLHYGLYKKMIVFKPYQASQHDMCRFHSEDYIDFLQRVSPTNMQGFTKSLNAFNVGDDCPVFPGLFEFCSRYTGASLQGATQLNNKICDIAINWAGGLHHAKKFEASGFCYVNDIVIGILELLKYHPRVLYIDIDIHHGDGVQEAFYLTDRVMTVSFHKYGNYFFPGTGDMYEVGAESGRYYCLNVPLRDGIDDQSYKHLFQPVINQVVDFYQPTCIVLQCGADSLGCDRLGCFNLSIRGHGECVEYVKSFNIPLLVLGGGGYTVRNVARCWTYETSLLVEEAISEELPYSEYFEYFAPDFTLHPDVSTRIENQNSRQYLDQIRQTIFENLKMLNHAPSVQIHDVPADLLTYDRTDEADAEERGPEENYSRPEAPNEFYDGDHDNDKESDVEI
HSP90 refold inh – blocks HSP90-mediated luciferase refolding in reticulocyte lysate | Rabbit reticulocyte lysate, luciferase refolding luminescence, 3 h | inhibition, % at 5.6 µM | hit rate 0.91% among 290,000;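 active = inhibition above the screen-wide mean plus 3 SD, computed separately per campaign, cut at about 16% in these data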;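 note: 0% = DMSO wells and 100% = 60 µM geldanamycin wells; inhibitors lower the luminescence because luciferase stays unfolded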
HIF activator – HIF pathway transcriptional activation; activation, % at 7.5 µM (by protocol); hit rate 0.32% among 300,000; U2OS HRE-luciferase reporter, luminescence; normalized: DMSO 0%, desferrioxamine 100%;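 active = mean activation of at least 10% of the iron chelator positive control signal, with at least half of replicates also reaching 10%; inconclusive = mean and replicate majority disagree about reaching 10%; inactive = mean and most replicates under 10%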
* hit, by the source's call; ? = inconclusive; . = no result given.

The first twelve compounds, to show the layout:
SMILES	AI-2 QS mod	IEC-6 tox	HSF1 activator	Platelet DG rel	aSyn 5UTR inh	HSF1 inhib	KLF5 inh	HDAC3 inh	HSP90 refold inh	HIF activator
Oc1cccc(CCC2CCCCN2Cc2cn[nH]c2-c2ccc3c(c2)OCO3)c1 (centres undefined)	7	0	7	-4	-32	-4	7	-12	0	-0.7
Cc1ccc2nc(N3C(=O)C(O)=C(C(=O)c4ccc(C)o4)C3c3cccc(O)c3)sc2c1 (centres undefined)	22	0	-5	-1	-6	-9	-59	9	-2	-0.2
COc1cccc(CNC(=O)c2nnn(CC(=O)Nc3c(C)cccc3C)c2N)c1	23	-6	-26	1	16	-8	-13	7	-5	0.0
CCC(=O)Nc1cc(=O)[nH]c2nc(-c3ccc(Cl)cc3)nn12	14	2	-8	4	-1	-5	-5	-4	2	-0.4
Cc1ccc(N2C(=O)C3C4C=CC(CNC(=S)Nc5ccc(Cl)cc5)(O4)C3C2=O)cc1 (centres undefined)	-1	-1	55*	3	9	29	-3	4	-2	0.4
O=C(O)C1Cc2[nH]cnc2C(c2cccc([N+](=O)[O-])c2)N1 (centres undefined)	25	7	4	-3	0	-2	-19	1	-2	-0.9
CCOC(=O)N1CCN(CCC(=O)c2ccc(Cl)cc2)CC1	22	2	-3	10	-1	-5	-15	3	1	0.1
CCCC(=O)Nc1ccccc1NC(=O)c1cc(OC)c(OC)c(OC)c1	17	0	3	-1	7	-5	7	-2	-1	0.4
Cc1ccc(S(=O)(=O)NNC(=O)c2ccc(NC(=O)C3CC3)cc2)cc1	34	8	.	.	.	.	-32	0	1	.
CC(C)(C)NC(=O)COC(=O)c1ccc(Cl)cc1O	12	-2	-7	1	-7	-7	5	0	3	-2.0
CCCc1nc(-c2cc3ccccc3[nH]c2=O)no1	17	2	-1	-1	-15	-3	-11	-7	1	-0.2
O=C(O)c1ccc(N/N=C/c2c(F)cccc2Cl)cc1	-79*	-1	-52	3	-2	-46	66*	-4	80*	-1.8

This part in full (from the top)
SMILES	AI-2 QS mod	IEC-6 tox	HSF1 activator	Platelet DG rel	aSyn 5UTR inh	HSF1 inhib	KLF5 inh	HDAC3 inh	HSP90 refold inh	HIF activator
Oc1cccc(CCC2CCCCN2Cc2cn[nH]c2-c2ccc3c(c2)OCO3)c1 (centres undefined)	7	0	7	-4	-32	-4	7	-12	0	-0.7
Cc1ccc2nc(N3C(=O)C(O)=C(C(=O)c4ccc(C)o4)C3c3cccc(O)c3)sc2c1 (centres undefined)	22	0	-5	-1	-6	-9	-59	9	-2	-0.2
COc1cccc(CNC(=O)c2nnn(CC(=O)Nc3c(C)cccc3C)c2N)c1	23	-6	-26	1	16	-8	-13	7	-5	0.0
CCC(=O)Nc1cc(=O)[nH]c2nc(-c3ccc(Cl)cc3)nn12	14	2	-8	4	-1	-5	-5	-4	2	-0.4
Cc1ccc(N2C(=O)C3C4C=CC(CNC(=S)Nc5ccc(Cl)cc5)(O4)C3C2=O)cc1 (centres undefined)	-1	-1	55*	3	9	29	-3	4	-2	0.4
O=C(O)C1Cc2[nH]cnc2C(c2cccc([N+](=O)[O-])c2)N1 (centres undefined)	25	7	4	-3	0	-2	-19	1	-2	-0.9
CCOC(=O)N1CCN(CCC(=O)c2ccc(Cl)cc2)CC1	22	2	-3	10	-1	-5	-15	3	1	0.1
CCCC(=O)Nc1ccccc1NC(=O)c1cc(OC)c(OC)c(OC)c1	17	0	3	-1	7	-5	7	-2	-1	0.4
Cc1ccc(S(=O)(=O)NNC(=O)c2ccc(NC(=O)C3CC3)cc2)cc1	34	8	.	.	.	.	-32	0	1	.
CC(C)(C)NC(=O)COC(=O)c1ccc(Cl)cc1O	12	-2	-7	1	-7	-7	5	0	3	-2.0
CCCc1nc(-c2cc3ccccc3[nH]c2=O)no1	17	2	-1	-1	-15	-3	-11	-7	1	-0.2
O=C(O)c1ccc(N/N=C/c2c(F)cccc2Cl)cc1	-79*	-1	-52	3	-2	-46	66*	-4	80*	-1.8
CC(C)(C)N1C(=O)Cc2c1nc(N)c1c(N)nc(N3CCCCC3CO)c(C#N)c21 (centres undefined)	20	0	68*	-8	-48	24	-8	-15	2	1.7
CN(Cc1ccco1)C(=O)c1ccc(OC2CCN(Cc3ccccn3)CC2)cc1	8	-4	-22	-1	-26	-5	-23	0	-4	-0.4
O=C(CC1C(=O)NCCN1Cc1ccccc1C(F)(F)F)NCCn1cccn1 (centres undefined)	21	5	-3	3	8	-5	-2	-8	4	0.0
CCOC(=O)C(CSCc1ccccc1)NC(=O)OC(C)(C)C (centres undefined)	16	-2	4	-6	22	-1	13	4	4	-0.1
COc1ccc(CN(C)C(=O)c2ccc(COc3ccccc3)cc2)c(OC)c1	6	2	0	-9	15	3	13	-1	2	0.7
COc1cccc(C2Nc3cccc4cccc(c34)N2)c1	3	0	2	-4	11	-10	0	.	1	-0.5
CCn1cc(S(=O)(=O)N2CCN(Cc3cccc(Cl)c3)CC2)cn1	8	6	41	-4	-22	2	1	-4	4	0.1
CN1C2CCC1CC(NC(=O)CSCc1ccc(Cl)cc1Cl)C2 (centres undefined)	29	1	2	-11	9	-5	-1	-6	3	0.0
Cc1nn(C)c(Oc2ccccc2)c1CCNS(=O)(=O)c1ccccc1	18	-1	12	4	11	10	7	6	0	-0.2
NS(=O)(=O)c1ccc(NC(=O)CN2C(=O)CCC2=O)cc1	4	2	25	-6	29	7	-29	1	8	0.3
CCCCc1ccc(NC(=O)CN2C(=O)C3CCCCC3C2=O)cc1 (centres undefined)	14	.	10	-6	-17	12	.	2	.	0.4
Cn1ccsc1=NC(=O)c1ccc([N+](=O)[O-])o1	-86*	67*	5	5	-161	-1	-17	5	-6	0.6
CC1CCN(C(=O)CN(c2ccc3c(c2)OCCO3)S(=O)(=O)c2ccccc2)CC1	.	-10	18	-9	-31	6	-14	2	-4	-31
CCN1CCN(c2nc(-c3ccc(F)cc3)cc(=O)[nH]2)CC1	10	5	6	2	6	-1	-19	-3	1	1.2
O=C(c1ccc(Cl)c([N+](=O)[O-])c1)N1CCCc2ccccc21	13	-6	16	7	-11	4	-43	0	2	2.0
COc1ccc(Nc2oc(COc3ccc(Cl)cc3)nc2C#N)cc1	-1	-2	30	-4	91*	11	2	?	4	-1.6
COc1ccc(OC)c(NC(=O)C2CCCN(S(C)(=O)=O)C2)c1 (centres undefined)	11	-8	-2	-2	9	0	-68	8	-1	-2.8
O=C(Nc1cccnc1Cl)c1cc(-c2ccccc2O)on1	9	-3	11	3	-179	7	-151	4	-2	4.3
CCCCN1CC(C(=O)NCc2ccc(C)cc2)CC1=O (centres undefined)	7	0	-4	-4	3	-8	-22	0	2	-0.3
O=C1/C(=C/c2cccnc2)SC(=NCc2ccccc2)N1Cc1ccccc1	7	-1	-21	4	18	0	-21	-1	4	-0.1
Cc1ccc2sc(N(CCCN(C)C)C(=O)c3ccc(Br)s3)nc2c1C	28	2	20	-19	-47	16	-12	13	-1	0.0
CC1=C(C)CC(C(=O)NCc2cccc(Cl)c2)C(C(=O)O)C1 (centres undefined)	20	-8	5	-6	3	-2	-52	0	0	-40
CCC1(CC)N=C(c2ccccc2)C(=S)N1	9	1	-5	-14	12	-4	-2	2	-2	-0.3
CN1CCN(C(=O)/C=C/c2ccc(Cl)c(Cl)c2)CC1	9	2	18	-3	-13	4	-49	9	1	1.4
O=C(N/N=C/C(Br)=C/c1ccccc1)c1cnccn1	5	12	259*	16	-110	166	-65	15	2	3.2
CN(N=Nc1cccc([N+](=O)[O-])c1)c1ccccc1	-2	-1	19	-6	-108	11	-67	1	-1	3.8
CCc1nnc(NC(=O)C2CCN(C(=O)NC3CCCCC3)CC2)s1	9	3	15	2	0	-2	-18	-5	-1	0.0
O=C(Nc1ccc(N2CCN(C(=O)c3cccs3)CC2)c(Cl)c1)c1ccco1	28	5	-17	-6	-10	-10	-16	-3	-2	0.1
O=[N+]([O-])c1ccc(OCC(O)CN(C2CCCCC2)C2CCCCC2)cc1 (centres undefined)	5	2	-3	-9	-28	2	12	-5	-4	0.7
CCCN(CCC)CCCNC(=O)C1c2cc(OC)c(OC)cc2C(=O)N(C)C1c1cccnc1 (centres undefined)	21	6	-2	4	4	-2	9	5	-2	0.2
CN1CCN(C(=O)c2ccc(N(Cc3ccccc3Cl)S(C)(=O)=O)cc2)CC1	8	5	-9	0	-11	-5	-5	2	1	0.1
O=C(c1ccc(=O)oc1)N1CCN(C(c2ccccc2)c2ccccc2)CC1	22	-8	-5	-6	-11	-7	-13	2	-2	0.3
Fc1ccc(/C=N/Nc2ncnc3nc[nH]c23)cc1F	8	6	14	1	-74	14	-47	6	-3	2.1
CCCCC(=O)Nc1cccc(NC(=O)c2ccccc2Br)c1	30	2	-12	10	14	-9	-1	-2	-2	0.0
COc1cc2c(cc1OC)CN(C(=O)c1ccc(-c3ccccc3)cc1)CC2	43	-6	37	2	6	3	-10	-1	-2	-21
Cc1nnc(N/N=C/c2ccc(O)c([N+](=O)[O-])c2)[nH]c1=O	43	-3	-9	17	-13	4	-8	6	1	0.2
CCOC(=O)N1CCN(S(=O)(=O)CCNC(=O)c2ccc(OC)cc2)CC1	18	.	-10	27	-5	-7	.	3	.	-0.3
Cc1cccc(C(=O)NC2CCN(CC(=O)Nc3ccccc3Cl)CC2)c1	3	5	0	0	14	-4	-16	1	-1	0.4
CSc1ccc(NC(=O)N2CC(C)OC(C)C2)cc1 (centres undefined)	8	4	-22	1	20	-13	4	2	-3	0.2
Cc1nnc(NC(=O)C2CCN(C(=O)c3ccco3)CC2)s1	-3	3	-3	-3	-17	-1	-26	-2	16*	0.2
Cc1ccc(-c2cc(C(=O)NN=C3CCCC3)c3ccccc3n2)cc1	5	-1	-10	5	17	1	-6	-8	2	-1.7
CCC(C)C(NC(=O)C1CCC(C)CC1)C(=O)NCc1cccnc1 (centres undefined)	14	-8	7	7	3	-4	-11	-2	-4	-0.4
Cc1cc(Cl)c(OCCOCCN2CCNCC2)c(Cl)c1	12	.	0	-2	-2	4	.	-1	.	-0.5
COc1cccc(-c2cc3c(=O)n(-c4ccccc4)c(=S)[nH]c3s2)c1	4	0	2	3	16	-7	-16	6	0	-0.1
O=C(CCCN1C(=O)C(c2ccccc2)Oc2cccnc21)NCc1ccccc1F (centres undefined)	5	5	9	-8	21	5	-2	-2	-2	-0.2
OCC1(Cc2ccc(Cl)cc2)CCN(Cc2ccc3nsnc3c2)CC1	21	-5	3	-1	0	6	8	6	1	-0.1
COc1ccc(C2=CC(=O)OC(C)(c3ccccc3)O2)cc1 (centres undefined)	28	3	31	7	-3	6	-22	3	1	1.0
